Screening data (PubChem BioAssay)
PvdQ acylase: blocks Pseudomonas aeruginosa PvdQ acylase activity | purified PvdQ acylase, fluorescence plate reader | inhibition, % at 10 µM | 340,000 compounds, 0.063% hits; in the data active = inhibition above about 30%, passing the limit was not always enough;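 note: 0% = vehicle neutral wells and 100% = reference inhibitor wells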
SR-BI DiI-HDL act: activators of SR-BI mediated HDL lipid uptake. CHO ldlA[mSR-BI] cells, DiI-HDL uptake fluorescence, 3 h; 100 = double the neutral-control signal. activation, % at 12.5 µM. 320,000 compounds, 0.096% hits. AID 504775;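 active = mean replicate activation of at least 60% and every replicate at or above 60%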;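 note: 0% = median plate neutral-control signal and 100% = twice that signal; values of inactives mirror those of a sister screen read the other way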
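Material – SR-BI-overexpressing, LDLR-lacking CHO cells · Medium – BSA-supplemented, HEPES-buffered Ham's F12, pH 7.4 · Doses – single concentration · Times – compound with DiI-HDL co-incubation, 3 h at 37 °C · Measured by – bottom-read fluorescence, 550/595 nm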
CAL PDZ FP-1: CAL PDZ (human) peptide binding inhibition | purified CAL PDZ, TMR-peptide fluorescence polarization, 1 h | AID 602252 | 300,000 compounds, 0.92% hits | Q9HD26 | inhibition, % at 24.9 µM;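 active = mean inhibition of at least 30% with at least half of replicates also reaching 30%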;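 note: 0% = DMSO neutral control and 100% = excess unlabeled competitor peptide PRC23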
CAL PDZ FP-2: blocks peptide binding to human CAL PDZ domain | Q9HD26 | inhibition, % at 20 µM | purified CAL PDZ, TMR-peptide fluorescence polarization, 1 h | AID 504414 | 330,000 compounds, 0.02% hits;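 active = highest replicate inhibition of at least 40%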;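 note: plate controls were DMSO neutral control wells for no effect and unlabeled competitor peptide control wells for full effect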
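Material – purified CerCALP PDZ construct · Detection – FP readout, S and P plane fluorescence · Measure – percent inhibition from loss of millipolarization · Controls – unlabelled peptide for full inhibition, DMSO wells as neutral · Probe or stimulus – TMR-labelled reporter peptide T*-PRC34 bound in PDZ groove · Times – 1 h at RT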
SR-BI DiI inh: mouse SR-BI HDL lipid transfer inhibition; Q61009; ldlA[mSR-BI] CHO cells, DiI-HDL uptake fluorescence, 3 h; inhibition, % at 12.5 µM; 320,000 compounds, 0.96% hits; AID 488896;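 active = mean replicate inhibition of at least 70% and a set share of replicates each scoring 70 or more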;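 note: 0% = median of neutral control wells and 100% = median of positive control wells; values of inactives mirror those of a sister screen read the other way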
Target sequence (Q61009 whole entry, looked up): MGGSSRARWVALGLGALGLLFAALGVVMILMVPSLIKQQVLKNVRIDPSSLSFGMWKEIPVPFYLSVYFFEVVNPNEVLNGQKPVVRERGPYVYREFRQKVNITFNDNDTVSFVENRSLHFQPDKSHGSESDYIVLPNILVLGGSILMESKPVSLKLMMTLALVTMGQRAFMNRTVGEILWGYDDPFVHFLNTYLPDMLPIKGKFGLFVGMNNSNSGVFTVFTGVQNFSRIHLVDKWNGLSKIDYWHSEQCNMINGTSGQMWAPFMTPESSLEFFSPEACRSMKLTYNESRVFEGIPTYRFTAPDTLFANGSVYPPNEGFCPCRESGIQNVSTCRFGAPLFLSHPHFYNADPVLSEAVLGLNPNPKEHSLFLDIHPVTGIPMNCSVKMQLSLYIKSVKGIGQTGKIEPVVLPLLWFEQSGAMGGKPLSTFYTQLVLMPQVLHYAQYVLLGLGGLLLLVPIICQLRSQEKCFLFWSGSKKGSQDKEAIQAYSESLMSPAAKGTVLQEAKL
PfHsp90 set2: reduces growth (ATP signal) of yeast expressing P. falciparum Hsp90; S. cerevisiae expressing PfHsp90, BacTiter-Glo ATP, 48 h; yeast lacking PDR1 and PDR3 efflux regulators; inhibition, % at 9.4 µM; 310,000 compounds, 0.32% hits;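 active = every replicate shows inhibition above about 80%, whatever the replicate mean, limit read from the data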;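 note: 0% = DMSO neutral controls and 100% = 20 µM radicicol positive controls; yeast relying on Plasmodium falciparum Hsp90 in place of its own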
dFosB act: mouse delta FosB homodimer activation; purified delta FosB, TAMRA-CDK5 oligo fluorescence polarization; percent of positive-control signal above neutral wells; activation, % at 25 µM; 340,000 compounds, 0.99% hits;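 active = mean activation above about 17%, with every replicate also reaching it, limit read from the data, passing the limit was not always enough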;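 note: fluorescence polarization rise as delta FosB binds a TAMRA Cdk5 AP-1 oligo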
NSD2 HMT inh: NSD2 (human) methyltransferase inhibition. O96028. NSD2 peptide methylation, AlphaScreen, 120 min. inhibition, % at 12.5 µM. 310,000 compounds, 0.54% hits; in the data active = inhibition above about 50%
MITF act: increases MITF-driven TRPM1 promoter luciferase signal. activation, % at 12.5 µM. SK-MEL-5 TRPM1-promoter luciferase, 24 h; % of positive control, neutral wells = 0. AID 588334. 300,000 compounds, 0.75% hits;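 active = mean activation of at least 80% with every replicate also reaching 80%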;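 note: 0% = neutral control wells and 100% = parthenolide positive control wells; values of inactives mirror those of a sister screen read the other way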
Rtt109 HAT inh: blocks Candida albicans Rtt109/Vps75 acetyltransferase activity | Q5AAJ8 | purified Rtt109/Vps75, ThioGlo CoA-SH fluorescence, 4 h | inhibition, % at 34.9 µM | 330,000 compounds, 0.16% hits | AID 540336;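 active = inhibition of at least 50% in every replicate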
Target sequence (Q5AAJ8 whole entry, looked up): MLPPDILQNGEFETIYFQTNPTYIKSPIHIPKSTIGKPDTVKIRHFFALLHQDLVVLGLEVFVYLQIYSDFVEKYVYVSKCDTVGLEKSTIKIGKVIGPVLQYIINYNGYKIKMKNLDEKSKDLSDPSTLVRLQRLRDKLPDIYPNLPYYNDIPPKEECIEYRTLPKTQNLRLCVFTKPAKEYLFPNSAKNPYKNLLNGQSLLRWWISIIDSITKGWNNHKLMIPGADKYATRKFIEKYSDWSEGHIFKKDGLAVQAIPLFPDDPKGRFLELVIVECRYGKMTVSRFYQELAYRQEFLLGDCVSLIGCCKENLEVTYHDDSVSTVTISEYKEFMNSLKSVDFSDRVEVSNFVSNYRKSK
Numbers without * were called inactive; . = not tested or not shown.

SMILES	PvdQ acylase	SR-BI DiI-HDL act	CAL PDZ FP-1	CAL PDZ FP-2	SR-BI DiI inh	PfHsp90 set2	dFosB act	NSD2 HMT inh	MITF act	Rtt109 HAT inh
COc1ccc(NC(=O)COc2nc(N(C)C)nc(N(C)C)n2)cc1	11	-25	-6	.	25	-1	-2	0	2	-12
COc1cccc(C=Nc2cccc3c(=O)[nH][nH]c(=O)c23)c1O	-10	9	5	0.5	-9	-40	1	1	0	-4
COCCNC(=S)N/N=C/c1ccc(-c2ccc([N+](=O)[O-])cc2)o1	-8	.	-2	-1.1	.	-2	-12	4	-5	-2
O=C(/C=C/c1cccs1)Nc1ccc(Br)cn1	4	-49	-1	-2.0	49	-4	-5	-4	7	.
CN1CCN(CC(=O)N2c3ccccc3C(C)(c3ccccc3)CC2(C)C)CC1 (configuration not stated)	2	10	-7	-1.7	-10	5	3	.	1	18
CCCCCC(=O)N=Nc1c(O)[nH]c2ccc([N+](=O)[O-])cc12	4	4	0	0.8	-4	-15	-3	36	22	-2
Cc1nc(N2CCOCC2)c(C#N)c(C)c1Br	-4	8	-3	-3.7	-8	-9	-3	-5	-3	-1
CC1CCN(C(=O)CNC(=O)c2cccc(OC(F)F)c2)CC1	-2	13	.	-4.3	-13	8	-6	1	-3	-5
COc1ccccc1CCNC(=O)c1ccc(OC)c(OC2CCN(C(C)C)CC2)c1	-8	-23	-3	-1.1	23	0	-7	10	21	4
COc1ccccc1C1SCCN1S(=O)(=O)c1cccc(C(F)(F)F)c1 (configuration not stated)	11	2	1	-3.1	-2	2	0	.	-10	28
O=C(CSc1nnc(NC(=O)C2CC(=O)N(c3ccc(F)cc3)C2)s1)NCc1ccco1 (configuration not stated)	-4	6	.	-1.3	-6	-17	-12	0	3	2
COCCn1c(=NC(=O)c2ccc(S(=O)(=O)N3CCOCC3)cc2)sc2cc(S(N)(=O)=O)ccc21	-7	-50	-6	-3.4	50	1	-12	0	5	6
Cc1ccsc1C(=O)OC(C)C(=O)NC1CCCCC1C (configuration not stated)	2	12	-7	-2.5	-12	14	-2	-2	-2	16
OCCSc1c(F)c(SCCO)c(SCCO)c(F)c1SCCO	-4	-7	.	-1.8	7	-5	2	-1	-7	5
CC(=O)CC(=O)NC1CCc2ccccc21 (configuration not stated)	7	5	-6	-1.6	-5	0	2	0	-9	7
CC(C)OC(=O)CSc1nnc(-c2ccc(C(C)(C)C)cc2)n1N	-25	-17	1	-0.2	17	-86	-1	2	14	-26
CN1C(=O)c2ccc(C(=O)Nc3nccs3)cc2C1=O	-10	22	-2	-2.0	-22	-7	-1	-8	-8	4
O=C(CS(=O)(=O)c1ccc(Cl)c(Cl)c1)Nc1ccccc1Cl	-6	20	-5	-3.3	-20	-9	-7	-1	.	-6
Cc1ccc(C(=O)NCCCN2CCOCC2)cc1S(=O)(=O)N1CCCCC1	-7	15	-4	-1.2	-15	.	1	2	3	-11
CC(C)=N/N=C(/c1ccc([N+](=O)[O-])cc1)C12CN3CN(CN(C3)C1)C2	-5	10	4	-4.9	-10	24	-4	14	-2	0

Grouped by structure: those above containing an aryl thioether with sulfur outside any ring.
SMILES	PvdQ acylase	SR-BI DiI-HDL act	CAL PDZ FP-1	CAL PDZ FP-2	SR-BI DiI inh	PfHsp90 set2	dFosB act	NSD2 HMT inh	MITF act	Rtt109 HAT inh
O=C(CSc1nnc(NC(=O)C2CC(=O)N(c3ccc(F)cc3)C2)s1)NCc1ccco1 (configuration not stated)	-4	6	.	-1.3	-6	-17	-12	0	3	2
OCCSc1c(F)c(SCCO)c(SCCO)c(F)c1SCCO	-4	-7	.	-1.8	7	-5	2	-1	-7	5
CC(C)OC(=O)CSc1nnc(-c2ccc(C(C)(C)C)cc2)n1N	-25	-17	1	-0.2	17	-86	-1	2	14	-26

The list goes on:
SMILES	PvdQ acylase	SR-BI DiI-HDL act	CAL PDZ FP-1	CAL PDZ FP-2	SR-BI DiI inh	PfHsp90 set2	dFosB act	NSD2 HMT inh	MITF act	Rtt109 HAT inh
COc1cccc(S(=O)(=O)NCc2ccc(C(=O)N3CCN(c4ccccc4OC)CC3)cc2)c1	-19	-58	-1	-2.3	58	.	-9	-1	-1	5
CC(C)C1Nc2ccc(C(=O)NC3CCCCC3)cc2NC1=O (configuration not stated)	-12	.	.	-0.5	.	1	-4	.	11	-3
CCC(=O)Nc1ccc(C(=O)NNC(=O)C2CCCCC2)cc1	-8	7	-2	-2.0	-7	-22	-1	-1	-1	-3
Brc1cccc(OCCN2CCCCC2)c1	-5	8	-1	-0.8	-8	0	-3	3	8	1
CC1CCCC(NC(=O)COC(=O)CCC(=O)c2ccc(F)cc2)C1C (configuration not stated)	-5	3	.	-0.6	-3	.	2	-1	5	3
CCN1CCC(n2nccc2NC(=O)c2ccccc2Cl)CC1	-19	14	-1	-2.2	-14	14	-6	6	-6	-2
Cc1nn(C)c(C)c1S(=O)(=O)NC1CCCC1	8	13	-1	-1.0	-13	-4	-4	9	6	-1
C=CCNC(=O)c1csc(-c2ccccc2)n1	2	-5	-3	-0.8	5	.	-4	1	.	-14
CC(C)c1ccc(S(=O)(=O)N2CCN(CC(=O)Nc3ccc4c(c3)OCO4)CC2)cc1	-4	-12	-2	-1.4	12	-10	9	1	2	11
O=C(c1cc2nc(-c3ccc(F)cc3)cc(C(F)(F)F)n2n1)N1CCOCC1	1	-33	0	-1.2	33	-2	7	0	26	7
O=C(NC1CCCCC1)c1cc([N+](=O)[O-])ccc1N1CCCCC1	6	-52	-4	-2.2	52	-12	-11	7	-4	3
Cc1nc2ccccc2c2c(N)cccc12	-16	5	0	-1.1	-5	4	1	0	4	3
COc1ccc(CCCC(=O)N/N=C/c2ccccc2OC)cc1	8	-17	.	-1.3	17	2	-7	-2	-1	6
O=C(CNC(=O)c1ccc(-c2ccccc2)cc1)OCc1ccc(Br)cc1	-19	3	-1	-1.9	-3	-13	6	-2	43	-2
Cc1cc2nc3n(c2cc1C)CC1CC(C(=O)NCC2CC2)N(C)C31 (configuration not stated)	-9	27	-2	-0.1	-27	-32	-2	.	0	-3
Cc1ccc(C(=O)NC(=S)N2CCN(c3ccccc3F)CC2)cc1	-10	24	1	-0.5	-24	-11	-2	-1	8	5
O=C(NCc1ccccn1)c1ccc(Cl)c(S(=O)(=O)N2CCOCC2)c1	-6	10	-2	-0.8	-10	3	-3	-4	13	-7
CC(C(=O)Nc1ccc(C#N)cc1)N(C)CC(=O)N(C)c1c(N)n(Cc2ccccc2)c(=O)[nH]c1=O (configuration not stated)	-4	-2	-3	0.4	2	-2	-3	-1	-1	0
COc1ccc(-c2nn(-c3ccccc3)cc2/C=N/O)cc1OC	9	-40	-1	-2.3	40	-12	-4	2	9	3
O=C(NCC1OCCc2ccccc21)c1ccc(NC(=O)c2ccccc2Cl)cc1 (configuration not stated)	-6	-29	-2	-3.0	29	7	2	-3	-8	4
CN(CCOc1ccc(Cl)cc1)C(=O)Cc1ccc(S(=O)(=O)N2CCOCC2)s1	-5	-18	-1	-0.7	18	10	-3	-8	2	3
CC1CN(Cc2nc3c(c(=O)[nH]c(=O)n3C)n2CC(N)=O)CC(C)O1 (configuration not stated)	-9	28	.	-0.3	-26	4	5	.	.	-4
CCOc1cc(S(=O)(=O)Nc2ccc(Cl)cn2)ccc1Cl	-25	45	-6	-0.3	-45	-3	9	-1	-3	7
CC(C)(C)c1cc(NC(=O)c2cccc(S(=O)(=O)N3CCOCC3)c2)no1	-2	-1	-4	-4.1	1	-4	-5	-1	-4	-3
COc1ccccc1-n1ccnc(SCC(=O)NCc2ccccc2Cl)c1=O	-12	-20	0	-0.9	20	5	-11	0	9	1
CCCCCN(C(=O)COC(=O)COc1c(C)cc(C)cc1C)c1c(N)n(CCCC)c(=O)[nH]c1=O	13	-26	-1	-1.5	26	-8	-11	0	-7	19
COc1ccc(N2CCN(C(=O)CCc3nnc4ccc(N5CCC(C)CC5)nn34)CC2)cc1	1	-16	-4	-2.3	16	4	-6	26	-1	31
Cc1ccc(NC(=O)CN2CCC(NC(=O)Cc3ccccc3)CC2)cc1C	5	-4	-3	-3.5	4	.	-5	-2	7	-6
S=C(c1cccs1)N1CCCC1	-14	17	22	-0.4	-17	-26	0	.	1	-10
O=C(Nc1ccccc1)c1ccccc1NC(=O)c1ccccc1[N+](=O)[O-]	10	-28	0	0.4	28	-10	-1	1	-4	50*
O=C(COc1ccccc1Cl)NCCNC(=O)c1cnccn1	9	3	-1	-1.5	-3	-9	-3	-6	-19	21
CC[C@H]1C(Nc2ccccc2)C[C@@H]2CCN3C(=O)CC[C@H]1[C@H]23 (some centres not stated)	-2	20	-2	-0.6	-20	-9	-5	.	-8	4
C=CCn1c(-c2ccc(Cl)cc2)ccc(C#N)c1=O	-18	-59	-2	-0.9	59	0	-5	0	-7	-1
CC1CN(c2ccc([N+](=O)[O-])c(NCCOc3ccccc3)c2)CCN1 (configuration not stated)	-10	25	-1	-3.4	-25	5	-9	18	2	8
CC(=O)C(C(C)=O)C(c1ccccc1)c1nc2ccccc2[nH]c1=O (configuration not stated)	-12	-9	0	-0.5	9	-2	0	-4	-7	-3
O=C(Nc1ccc(F)c(F)c1)C1CCCN(S(=O)(=O)c2cnc[nH]2)C1 (configuration not stated)	-14	5	.	0.2	-5	-11	-1	.	-3	15
Cc1ccc(Nc2nc(N)c([N+](=O)[O-])c(N3CCOCC3)n2)cc1	-8	-3	-5	-2.1	3	-19	-2	-1	15	7
O=C(N/N=C/c1ccc([N+](=O)[O-])cc1)c1ccccc1OCc1ccccc1	7	3	-2	0.7	-3	4	0	1	8	6
CSCc1ccc(C(=O)NC(C)c2ccc(-n3ccnc3)cc2)cc1 (configuration not stated)	-5	26	-3	-3.6	-26	-22	6	0	7	-5
COc1ccc(NC(=O)c2oc3ccccc3c2NC(=O)C2CCCO2)cc1OC (configuration not stated)	9	-9	-3	-2.1	9	.	0	-2	24	32
CCCCCn1cnc2c(sc3nc4c(cc32)CSC(C)(C)C4)c1=O	8	-23	-4	-1.4	23	.	3	-1	94*	-3
O=c1sc(N2CCN(c3ccc(F)cc3)CC2)nc2ccsc12	-2	-36	-4	0.4	36	-38	11	.	.	-8
CCCS(=O)(=O)N1CCC(C(=O)NCCCOC(C)C)CC1	-8	11	-2	0.5	-11	-9	4	-1	11	-2
O=C(Nc1ccccn1)c1ccco1	-10	21	-3	0.3	-21	6	-1	-4	34	0
Nc1c(-c2ccccc2)cnn1-c1cccc([N+](=O)[O-])c1	11	-35	.	-0.2	35	15	-3	3	51	4
O=C(c1nc2ccccn2c1CN1CCCC(c2nc3ccccc3o2)C1)N1CCCC1 (configuration not stated)	-9	23	.	0.3	-23	20	-9	-3	-13	-7
